D1 PAM – potentiators of human D1 dopamine receptor; P21728; HEK293 TREx D1 cells, calcium flux, dopamine EC20 potentiation; potentiation, % at 10 µM; 0.036% of 360,000 active; in the data active = potentiation above about 30%; note: 0% is about no effect
Target sequence (P21728 whole entry, looked up): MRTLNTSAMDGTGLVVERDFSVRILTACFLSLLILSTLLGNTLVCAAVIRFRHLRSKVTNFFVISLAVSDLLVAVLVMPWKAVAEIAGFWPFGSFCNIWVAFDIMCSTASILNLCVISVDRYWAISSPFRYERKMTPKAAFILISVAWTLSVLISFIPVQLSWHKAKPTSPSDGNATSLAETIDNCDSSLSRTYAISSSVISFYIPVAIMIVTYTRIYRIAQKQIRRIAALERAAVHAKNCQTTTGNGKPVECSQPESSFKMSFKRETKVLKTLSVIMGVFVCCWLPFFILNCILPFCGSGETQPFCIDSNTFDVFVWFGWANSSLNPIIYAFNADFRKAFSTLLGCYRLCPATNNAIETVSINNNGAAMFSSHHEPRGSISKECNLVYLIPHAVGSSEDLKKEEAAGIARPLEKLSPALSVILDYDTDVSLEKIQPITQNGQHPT
RXFP1 agonist – RXFP1 (human) receptor agonism; HEK293T-RXFP1 cAMP TR-FRET, 30 min; response scale: percent of porcine relaxin response, buffer zero; Q9HBX9; Potency, µM (top dose mostly 57.5 µM), without a hit: at the top dose activation, actives largely listed as activators; 0.3% of 370,000 active; note: potency is the fitted concentration of half-maximal effect; % is set by controls: 0 for no effect and ±100 for the full control effect; nearly all actives have a fitted effect of over 60% in size; many of its hits are not listed in these tables
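HEK293T cells stably expressing RXFP1 were pretreated with the PDE4 inhibitor Ro 20174, exposed to compounds for 30 min at 37C, lysed, and cAMP was read by TR-FRET. Data normalized to buffer (basal) and 29 nM porcine relaxin (100%).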
GRP78 ERSR act – ER stress response induction in glioma; AID 602332; 0.02% of 420,000 active; U87-MG GRP78 promoter luciferase reporter, 16 h; Potency, µM, inactives show at the highest dose activation, actives largely listed as activators; note: potency is the fitted concentration of half-maximal effect; series mostly up to about 76 µM; % of control where 0% means no effect; nearly all actives have a fitted effect of over 35% in size
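Stably transfected U87-MG glioma cells carrying a GRP78-based luciferase sensor; 16 h compound incubation. Luminescence end-point read 10 min after Bright-Glo addition at room temperature.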
D1 agonist – activates the human D1 dopamine receptor; HEK293 T-REx D1 cells, calcium flux, agonist mode; 1% of 360,000 active; activation, % at 2 µM; P21728; AID 504660; in the data active = activation above about 30%; note: 0% is about no effect
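Agonism was scored from calcium flux recorded over 180 s (1 read/s) after pintool compound addition, following a 10-cycle baseline. Cells were inducible force-coupled HEK293 TREx D1, plated overnight at 30 C and loaded with no-wash calcium dye.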
D1 antag – antagonists of human D1 dopamine receptor. 3.2% of 360,000 active. activity change, negative = inhibition, % at 10 µM. AID 504652. HEK293 TREx D1 cells, calcium flux, dopamine EC80; hits give low values. P21728; in the data active = activity change below about -30%; note: % is set by controls: 0 for no effect and ±100 for the full control effect
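Tetracycline-induced HEK293 T-REx cells with force-coupled D1 receptor were loaded with a no-wash calcium dye. Compound was added after a 10 s baseline and read kinetically for 180 s; EC80 dopamine was then added and calcium flux followed another 180 s.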
Vif-A3F inh – Vif-A3F binding inhibition; Potency, µM (series often up to 46.1 µM), inactives show at the highest dose activity, negative = active; HeLa A3F-eYFP + Vif (tagged APOBEC3F with the HIV-1 protein that degrades it), YFP fluorescence increase; 0.2% of 390,000 active; note: potency is the fitted concentration of half-maximal effect; % of control where 0% means no effect; nearly all actives have a fitted effect of over 65% in size
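Fluorescence increase (Ex 488/Em 500-530) after overnight compound treatment at 37 deg C flags inhibition of Vif-driven A3F-eYFP loss in stable HeLa A3F-eYFP/Vif cells seeded overnight beforehand.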
LDHA block – blocks human lactate dehydrogenase A | P00338 | purified LDHA, NADH/diaphorase-resazurin fluorescence; hits give low values | activity change, % (values are at about 110 or 230 µM) | 0.15% of 480,000 active | AID 1347041; in the data active = activity change below about -30%; inconclusive = mostly about -25% to -30%;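 note: plate controls were DMSO wells for no effect and wells without enzyme for full effect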
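Human LDH5 at 2 nM final in Tris HCl pH 7.4 with 0.06 mM NADH and 0.2 mM pyruvate, reacted 5 minutes at room temperature. Remaining NADH coupled via diaphorase/resazurin; resorufin fluorescence read at 0 and 20 minutes, normalized to enzyme-free and DMSO wells.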
D2 PAM – positive allosteric modulators of human D2 dopamine receptor; P14416; HEK293 T-REx D2, calcium flux, EC20 dopamine potentiation; potentiation, % at 10 µM; 0.34% of 340,000 active; AID 485347;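 active = potentiation over 3 SD above the plate norm, cut at about 30% in these data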; note: 0% is about no effect
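Tetracycline-induced HEK293 T-REx cells force-coupled to calcium signalling expressed D2; compounds were pin-added after a 10 s baseline, read kinetically 180 s, then an EC20 dopamine challenge followed with a further 180 s calcium read.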
Vif-APOBEC3G blk – blocks the Vif interaction with human APOBEC3G. HeLa A3G-eYFP + Vif (tagged APOBEC3G with the HIV-1 protein that degrades it), YFP fluorescence, overnight. AID 602310. Potency, µM (doses to about 46.1 µM), without a hit: at the top dose activity, negative = active, actives largely listed as inhibitors. 0.076% of 410,000 active. Q9HC16;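 note: potency is the fitted concentration of half-maximal effect; % is set by controls: 0 for no effect and ±100 for the full control effect; nearly all actives have a fitted effect of over 60% in size; hits raise eYFP signal because A3G escapes Vif-driven loss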
Target sequence (Q9HC16 whole entry, looked up): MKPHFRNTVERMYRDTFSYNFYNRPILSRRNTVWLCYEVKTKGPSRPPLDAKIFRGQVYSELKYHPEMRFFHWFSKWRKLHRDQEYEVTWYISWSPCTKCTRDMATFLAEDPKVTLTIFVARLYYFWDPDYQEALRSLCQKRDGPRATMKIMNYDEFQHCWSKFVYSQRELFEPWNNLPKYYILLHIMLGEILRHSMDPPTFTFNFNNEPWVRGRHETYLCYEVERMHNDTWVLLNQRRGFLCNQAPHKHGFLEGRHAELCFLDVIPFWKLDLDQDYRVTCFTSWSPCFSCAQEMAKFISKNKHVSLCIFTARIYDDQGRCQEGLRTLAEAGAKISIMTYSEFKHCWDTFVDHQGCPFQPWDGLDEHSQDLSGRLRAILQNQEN
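Read-out is eYFP fluorescence (Ex 488/Em 500-530) from Vif-expressing HeLa A3G-eYFP cells; more signal means A3G escaped Vif-mediated degradation. Cells plated overnight, compound pinned in, incubated overnight at 37 deg C.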
An asterisk follows results filed as active; & = joins results of further samples. Unless noted, calls come from the whole dose curve; as a rule, active = well fitted curve in the direction sought with a large enough effect; inconclusive = small, poorly fitted or top-dose-only effect, or another doubt; inactive = no such curve, though single readings can be large; an effect the other way counts as inactive or inconclusive. Not all compounds are listed; the hit share may differ from the screen's.

CC(=O)N1CCc2cc(S(=O)(=O)NC(C(=O)N3CCN(c4ccccc4F)CC3)C(C)C)ccc21 (stereo not given) was read as GRP78 ERSR act -3.3%, Vif-A3F inh -9.0%, LDHA block -1.8 and Vif-APOBEC3G blk 3.8%.
CCC1(CC)NC(=O)N(CC(=O)OC(C)C(=O)Nc2ccc(NC(C)=O)cc2)C1=O (stereo not given) was read as D1 PAM -1.6, RXFP1 agonist -0.8%, GRP78 ERSR act 0.2%, D1 agonist 0.0, D1 antag 11.5, Vif-A3F inh 5.3%, LDHA block -5.5, D2 PAM 4.5 and Vif-APOBEC3G blk 0.6%.
Cc1c(N/C=C(\Cl)C(=O)C(F)(F)F)c(=O)n(-c2ccccc2)n1C was read as D1 PAM -0.4, RXFP1 agonist -4.0%, GRP78 ERSR act 4.7%, D1 agonist 2.6, D1 antag 3.4, Vif-A3F inh -1.8%, LDHA block -1.6, D2 PAM 4.9 and Vif-APOBEC3G blk -1.0%.
Screening Cc1cccc(C(=O)NCC(=O)N2CCN(c3ccc(Cl)cc3)CC2)c1 returned D1 PAM -5.1, RXFP1 agonist -0.2%, GRP78 ERSR act -5.9%, D1 agonist 3.9, D1 antag -7.3, Vif-A3F inh -4.0%, LDHA block -11.2 and Vif-APOBEC3G blk 3.8%.
Screening CCC(C)Sc1nnc(Cc2cc(=O)[nH]c(=O)[nH]2)n1-c1ccc(F)cc1 (stereo not given) returned D1 PAM 2.2, RXFP1 agonist -1.8%, GRP78 ERSR act -5.6%, D1 agonist 2.1, D1 antag 9.5, Vif-A3F inh -5.6%, LDHA block 3.9, D2 PAM 12.4 and Vif-APOBEC3G blk 1.0%.
Screening COc1ccc2[nH]c(C(=O)N3CCc4ccccc4C3)c(C)c2c1 returned D1 PAM -5.2, RXFP1 agonist 3.3%, GRP78 ERSR act 0.8%, D1 agonist 8.8, D1 antag 13.9, Vif-A3F inh 0.4%, LDHA block -11.8&14.5, D2 PAM 8.5 and Vif-APOBEC3G blk 5.2%.
Screening CC(=O)Nc1ccc(NC(=O)C(C)Sc2n[nH]c(=O)n2Cc2ccccc2)cc1 (stereo not given) returned D1 PAM -2.9, RXFP1 agonist 2.7%, GRP78 ERSR act -0.6%, D1 agonist 2.5, D1 antag -3.9, Vif-A3F inh -18.0%, LDHA block -10.4, D2 PAM -6.5 and Vif-APOBEC3G blk -1.8%.
`CC(C(=O)NC1C(=O)N2C(C(=O)O)=C(CSc3nnnn3C)CSC12)n1cc(Cl)cn1` (stereo not given) gave D1 PAM -1.8, RXFP1 agonist 1.5%, GRP78 ERSR act -3.3%, D1 agonist 0.7, D1 antag 7.5, Vif-A3F inh 1.9%, LDHA block -4.2, D2 PAM 10.4 and Vif-APOBEC3G blk 1.4%.
`CCOc1ccccc1NC(=O)c1ccccc1N(C)S(=O)(=O)c1ccc(C)cc1` gave GRP78 ERSR act -2.7%, Vif-A3F inh -10.9%, LDHA block 0.8 and Vif-APOBEC3G blk -3.9%.
Cc1ccc(NC(=O)c2ccc(S(=O)(=O)N3CCC(C)CC3)cc2)nc1 was read as D1 PAM -2.1, RXFP1 agonist -0.1%, GRP78 ERSR act 0.6%, D1 agonist 9.0, D1 antag -6.8, Vif-A3F inh 4.1%, LDHA block -1.7 and Vif-APOBEC3G blk -1.9%.
For COCCN(C(=O)c1cc2c(s1)CCC2)c1c(N)n(CC(C)C)c(=O)[nH]c1=O the results were D1 PAM -8.2, RXFP1 agonist 2.4%, GRP78 ERSR act -4.6%, D1 agonist 0.7, D1 antag -18.0, Vif-A3F inh 3.3%, LDHA block -7.6, D2 PAM -5.4 and Vif-APOBEC3G blk 2.2%.
O=C(NCc1ccco1)C1CC(c2ccc(C(F)(F)F)cc2)=NO1 (stereo not given) was read as GRP78 ERSR act 0.4%, Vif-A3F inh -6.8%, LDHA block 0.6 and Vif-APOBEC3G blk inconclusive.

Brought forward from above: two entries; new compounds follow.
For COCCN(C(=O)c1cc2c(s1)CCC2)c1c(N)n(CC(C)C)c(=O)[nH]c1=O the results were D1 PAM -8.2, RXFP1 agonist 2.4%, GRP78 ERSR act -4.6%, D1 agonist 0.7, D1 antag -18.0, Vif-A3F inh 3.3%, LDHA block -7.6, D2 PAM -5.4 and Vif-APOBEC3G blk 2.2%.
O=C(NCc1ccco1)C1CC(c2ccc(C(F)(F)F)cc2)=NO1 (stereo not given) was read as GRP78 ERSR act 0.4%, Vif-A3F inh -6.8%, LDHA block 0.6 and Vif-APOBEC3G blk inconclusive.
Screening O=C(CCSc1nnc2scc(-c3ccccc3)n12)Nc1nc(-c2ccccc2)ns1 returned D1 PAM -4.5, RXFP1 agonist 1.1%, GRP78 ERSR act -3.2%, D1 agonist 2.9, D1 antag -1.9, Vif-A3F inh 0.0%, LDHA block 1.9, D2 PAM -4.3 and Vif-APOBEC3G blk -5.3%.
`Cc1cc(C)cc(-n2ncc3c2CCCC3NC(=O)CN2CCCC2=O)c1` (stereo not given) gave D1 PAM 2.6, RXFP1 agonist -1.8%, GRP78 ERSR act 7.4%, D1 agonist 4.8, D1 antag -5.4, Vif-A3F inh -2.2%, LDHA block -0.9, D2 PAM -3.4 and Vif-APOBEC3G blk 0.8%.
CCOc1ccc(-n2c(=O)c3c(C)c(C)sc3n(Cc3ccc(C(C)(C)C)cc3)c2=O)cc1 was read as D1 PAM -0.9, RXFP1 agonist -1.7%, GRP78 ERSR act 0.8%, D1 agonist 4.8, D1 antag 7.4, Vif-A3F inh 1.8%, LDHA block -5.4, D2 PAM -3.4 and Vif-APOBEC3G blk 1.3%.
For CCOC(=O)c1csc(NC(=O)c2ccc(S(=O)(=O)N(CC)CC)cc2)n1 the results were D1 PAM 4.7, RXFP1 agonist 2.0%, GRP78 ERSR act -2.1%, D1 agonist 0.8, D1 antag 3.3, Vif-A3F inh -1.6%, LDHA block -2.1, D2 PAM -1.7 and Vif-APOBEC3G blk 0.5%.
For Cc1ccc(N(CC(=O)NC2CCCC2)C(=O)CNC(=O)c2cccs2)cc1C the results were D1 PAM -1.5, RXFP1 agonist -1.1%, GRP78 ERSR act -1.1%, D1 agonist 4.2, D1 antag 5.7, Vif-A3F inh -23.7%, LDHA block -2.0 and Vif-APOBEC3G blk -5.7%.
CCOC(=O)C1CCCN(C(=S)Nc2cccc(Cl)c2)C1 (stereo not given) was read as D1 PAM 7.6, RXFP1 agonist -1.6%, GRP78 ERSR act -3.4%, D1 agonist 3.0, D1 antag 7.3, Vif-A3F inh -8.2%, LDHA block -6.1, D2 PAM -5.3 and Vif-APOBEC3G blk -1.6%.
For CCOC(=O)N1CCN(c2c(NCCc3ccc(OCC)c(OCC)c3)c(=O)c2=O)CC1 the results were D1 PAM -7.2, RXFP1 agonist -1.3%, GRP78 ERSR act 0.6%, D1 agonist 1.6, D1 antag -6.3, Vif-A3F inh -14.1%, LDHA block -3.7, D2 PAM 19.5 and Vif-APOBEC3G blk 2.3%.
CC1CCN(CCCNC(=O)CN2CCN(Cc3ccc(Cl)cc3)C2=O)CC1 was read as D1 PAM 1.7, RXFP1 agonist 0.7%, GRP78 ERSR act -2.6%, D1 agonist -1.3, D1 antag -19.8, Vif-A3F inh 1.6%, LDHA block -6.4, D2 PAM 9.6 and Vif-APOBEC3G blk 4.0%.
For COc1cccc(/C=C/C(=O)NNC(=O)c2ccco2)c1OC the results were D1 PAM -3.3, RXFP1 agonist 2.1%, GRP78 ERSR act -9.9%, D1 agonist 0.7, D1 antag -0.1, Vif-A3F inh -0.4%, LDHA block -8.6, D2 PAM 14.8 and Vif-APOBEC3G blk -0.1%.
`CCn1cc(S(=O)(=O)c2ccc(C)cc2)c(=O)c2cc(F)c(N3CCCCCC3)cc21` gave D1 PAM -0.1, RXFP1 agonist 1.1%, GRP78 ERSR act -4.1%, D1 agonist 3.3, D1 antag -7.7, Vif-A3F inh 7.4%, LDHA block 0.9, D2 PAM -5.0 and Vif-APOBEC3G blk 0.4%.
`COc1ccccc1N1CCN(CCCCOc2ccc(C)cc2C)CC1` gave D1 PAM -8.8, RXFP1 agonist -2.0%, GRP78 ERSR act -6.6%, D1 agonist 1.8, D1 antag -19.3, Vif-A3F inh -9.9%, LDHA block -17.3, D2 PAM -28.9 and Vif-APOBEC3G blk -2.1%.
`O=C(COC(=O)C1CC2C=CC1C2)Nc1c(Br)cc([N+](=O)[O-])cc1Br` (stereo not given) gave GRP78 ERSR act -5.5%, Vif-A3F inh -6.1%, LDHA block 3.0 and Vif-APOBEC3G blk 0.5%.
Screening Cc1ccc(NS(=O)(=O)c2cccc3cccnc23)c(Cl)c1 returned D1 PAM 4.2, RXFP1 agonist 3.2%, GRP78 ERSR act -2.1%, D1 agonist 2.7, D1 antag -2.4, Vif-A3F inh -0.9%, LDHA block -1.2, D2 PAM 11.1 and Vif-APOBEC3G blk 0.1%.
For CC(=O)NC(c1ccco1)c1cc(Cl)c2ccc(Cl)nc2c1O (stereo not given) the results were D1 PAM -7.9&2.8, RXFP1 agonist 0.2%&0.6%, GRP78 ERSR act -5.9%, D1 agonist 6.7&-2.2, D1 antag 8.6, Vif-A3F inh -4.0%, LDHA block 1.6, D2 PAM -11.4 and Vif-APOBEC3G blk -11.9%.
For Cc1cc2c(cc1S(=O)(=O)NCc1ccccc1)NC(=O)CO2 the results were D1 PAM -1.2, RXFP1 agonist 2.4%, GRP78 ERSR act -5.3%, D1 agonist 6.5, D1 antag 13.4, Vif-A3F inh 7.0%, LDHA block -3.8, D2 PAM -1.1 and Vif-APOBEC3G blk 0.8%.
COc1cccc(OCc2cc(C(=O)N3CCN(C)C(c4ccccc4)C3)no2)c1 (stereo not given) was read as D1 PAM -3.9, RXFP1 agonist -2.4%, GRP78 ERSR act 1.1%, D1 agonist 2.1, D1 antag 4.2, Vif-A3F inh -0.5%, LDHA block 0.3 and Vif-APOBEC3G blk -0.7%.
COc1ccc(Cc2n[nH]c(=S)n(N)c2=O)cc1 was read as D1 PAM 3.9, RXFP1 agonist 0.7%, GRP78 ERSR act -4.1%, D1 agonist 5.2, D1 antag -6.7, Vif-A3F inh 3.9%, LDHA block -4.1, D2 PAM 7.4 and Vif-APOBEC3G blk 0.9%.

High-throughput results (PubChem)
